iPSC survival up = enhancers of single-cell hiPSC survival, primary screen, ATPlite luminescence; survival enhancement, % at 20 µM; 100% = ROCK inhibitor wells, 0% = DMSO; AID 602274, 2012; 0.044% of 360,000 active; in the data active = survival enhancement above about 18%;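 also: cells exposed to compounds for 16 hours before the ATP read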
TRPM1 prom inh = inhibitors of MITF-dependent TRPM1 promoter reporter, primary screen, cell-based, SK-MEL-5, single point, luciferase; SK-MEL-5 TRPM1 promoter luciferase, 24 h; inhibition, % at 12.5 µM; 0.83% of 330,000 active;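 active = mean inhibition across replicates of 60% or more, whatever share of single replicates reaches that level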; also: values of inactives mirror those of a sister screen read the other way
HIF-2a inh = HIF-2a reporter inhibitors, primary screen, luminescence, 786-0 RCC cells; 786-0 RCC cells HIF-2a reporter, luciferase luminescence, overnight; inhibition, % at 18.8 µM; 0.72% of 360,000 active;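 active = inhibition of the luminescence signal of 40% or more relative to plate controls, in a single-dose primary screen at 18.75 µM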
CaV13 FRET inh = Disruptors of the CACNA1D IQ motif to Ca2+-dependent inactivation inhibitor domain association, primary screening, Förster resonance energy transfer in intact living …; HEK cells, CFP/YFP FRET ICDI-IQ, plate reader, 10 min; percent FRET-ratio fall versus neutral wells; inhibition, % at 12.3 µM; 0.098% of 340,000 active; AID 743397;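 active = mean replicate inhibition of at least 30% and at least 1% of replicates passing that level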;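 also: 0% = median of the neutral control wells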
HTR2A ag = mouse Htr2a agonists via beta-arrestin recruitment, primary screen, cell-based, luminescence | 5-hydroxytryptamine receptor 2A (Mus musculus), P35363 | CHO-K1 mHTR2A beta-arrestin complementation; percent of 30 µM serotonin response | activation, % at 7.6 µM | 0.66% of 360,000 active;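 active = activation above a run cutoff, the mean activation of all tested compounds plus 3 SD, cut at about 14% in these data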;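 also: 0% = plate median of compound wells and 100% = 30 µM serotonin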
Target sequence (P35363 whole entry, looked up): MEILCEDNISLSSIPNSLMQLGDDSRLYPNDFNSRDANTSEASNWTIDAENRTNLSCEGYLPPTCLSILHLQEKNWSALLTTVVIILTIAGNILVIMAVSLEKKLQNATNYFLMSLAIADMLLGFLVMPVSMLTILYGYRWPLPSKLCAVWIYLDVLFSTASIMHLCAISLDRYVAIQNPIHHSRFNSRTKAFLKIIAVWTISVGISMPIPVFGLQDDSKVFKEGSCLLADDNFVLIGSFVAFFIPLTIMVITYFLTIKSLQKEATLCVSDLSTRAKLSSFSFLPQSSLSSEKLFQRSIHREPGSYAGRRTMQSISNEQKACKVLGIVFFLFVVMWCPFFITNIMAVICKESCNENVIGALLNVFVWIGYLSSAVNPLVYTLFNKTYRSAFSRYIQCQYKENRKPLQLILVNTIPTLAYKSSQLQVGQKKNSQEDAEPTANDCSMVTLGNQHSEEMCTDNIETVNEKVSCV
NR2E3 ag-1 = NR2E3 agonists in two-hybrid cells, primary screen, cell-based, luminescence, CHO-S, Gal4-NCOR/VP16-NR2E3 | Photoreceptor-specific nuclear receptor (Homo sapiens), Q9Y5X4 | luciferase | inhibition of corepressor binding, % at 3.98 µM | 0.35% of 360,000 active | AID 602229, 2012;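 active = inhibition above the mean of all tested compounds plus 3 SD, cut at about 70% in these data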;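 also: 0% = DMSO with NR2E3 transfected cells and 100% = cells lacking NR2E3 construct; higher means lower luciferase signal from less NR2E3 corepressor binding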
Target sequence (Q9Y5X4 whole entry, looked up, the tested form may be a part): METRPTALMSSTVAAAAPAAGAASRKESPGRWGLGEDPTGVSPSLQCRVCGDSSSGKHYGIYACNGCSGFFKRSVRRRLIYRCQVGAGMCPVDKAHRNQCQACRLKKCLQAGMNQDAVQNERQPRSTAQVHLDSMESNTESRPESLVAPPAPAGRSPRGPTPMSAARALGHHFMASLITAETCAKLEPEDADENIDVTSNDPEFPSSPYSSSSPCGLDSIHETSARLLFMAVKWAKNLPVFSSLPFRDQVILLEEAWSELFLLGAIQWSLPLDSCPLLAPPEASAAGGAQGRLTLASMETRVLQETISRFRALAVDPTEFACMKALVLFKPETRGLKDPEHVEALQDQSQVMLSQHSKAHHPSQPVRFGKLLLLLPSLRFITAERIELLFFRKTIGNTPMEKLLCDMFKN
PDI turbidity = inhibitors of human PDI, primary screen, biochemical, turbidity, single point, plate reader. 0.052% of 350,000 active. inhibition, % at 10 µM. Protein disulfide-isomerase (Homo sapiens), P07237. AID 588391, 2011. PDI insulin aggregation turbidity, A650, 90 min;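 active = mean inhibition across replicates of 30% or more, whatever share of single replicates reach that level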;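 also: absorbance from insulin aggregation driven by PDI reduction with DTT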
NR2E3 ag-2 = inhibitors of NR2E3-RetCOR corepressor binding, primary screen, NR2E3 agonist project, biochemical, TR-FRET, GST-NR2E3, biotin-RetCOR | Photoreceptor-specific nuclear receptor (Homo sapiens), Q9Y5X4 | 1536-well | inhibition of corepressor binding, % at 4.78 µM | 0.12% of 320,000 active | AID 2300, 2010;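 active = percent inhibition above the cutoff of mean plus 3 SD of all tested compounds, set per screening campaign, cut at about 20% in these data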;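 also: 0% = DMSO wells and 100% = biotin wells as full block of FRET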
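System: GST-NR2E3 and biotin-RetCOR proteins; probe or stimulus: 7 nM biotin-RetCOR; doses: compound at 4.8 µM, single dose; schedule: Compound–protein incubation for 5 h at 4 °C; detection: time-resolved FRET; read-out: percent inhibition; controls: biotin wells as high control, 0.6% DMSO wells as low control; format: 1536-well plates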
H9c2 protect = cardioprotection against H2O2-induced cell death, primary screen, uHTS, H9c2 cells, ATPLite luminescence. H9c2 cardiomyocytes, H2O2 injury protection, 2 h. protection from H2O2 cell death, % at 20 µM. 0.63% of 360,000 active. AID 588492, 2011;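 active = compounds giving at least 50% protection of heart cells from peroxide-induced death in the single-dose screen, raw or plate-pattern-corrected value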;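 also: 0% = DMSO wells with peroxide and 100% = DMSO wells without peroxide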
Shn3 inh set2 = reduction of Shn3 3'UTR firefly luciferase signal, primary screen, Schnurri-3 inhibitor project, cell-based, Clone20 osteoblasts, set 2; inhibition, % at 12.5 µM; Clone20 osteoblast Shn3 3'UTR firefly luciferase, 24 h; AID 588674, 2011; 0.52% of 360,000 active;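 active = mean inhibition of at least 75% with every replicate also reaching 75%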;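 also: 0% = median of neutral control wells and 100% = pilot-screen positive control compound; some compounds past the cut are filed as inactive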
Peg3 prom inh = Peg3 promoter-driven luciferase inhibitors, primary screen, cell-based, HeLa, luciferase luminescence. inhibition, % at 20 µM. HeLa PEG-Prom luciferase reporter, overnight. AID 588405, 2011. 1.7% of 360,000 active;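 active = inhibition of at least 50% at 20 µM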
* = called active by the depositor; / = no result given. Hits appear at their usual frequency; 3.9% or so of the library scored in one or more.

SMILES	iPSC survival up	TRPM1 prom inh	HIF-2a inh	CaV13 FRET inh	HTR2A ag	NR2E3 ag-1	PDI turbidity	NR2E3 ag-2	H9c2 protect	Shn3 inh set2	Peg3 prom inh
O=C(NCCCN1CCCC1=O)C1CCC(CNS(=O)(=O)c2ccc(Cl)cc2)CC1 (stereo not drawn)	0.3	-5	13	-2	-1	25	-4	1	-10	6	17
O=C(CCC(=O)Nc1ccc(F)cc1)N/N=C/c1cccs1	0.3	4	4	/	-4	0	-2	0	-2	-10	4
COc1cc(CN2CCC(CO)(Cc3cccc(C(F)(F)F)c3)CC2)ccc1F	-0.8	-10	19	-6	7	-23	-4	-2	-1	14	22
Cc1ccc(NC(=O)c2cc3ccccc3oc2=N)cc1	-0.4	24	-114	-20	1	-95	18	-2	-16	38	43
O=C(CNC(=O)c1cccc(Cl)c1)N/N=C/C=C/c1ccccc1	0.5	-4	17	-4	-1	-1	-9	1	2	6	-3
CC(=O)Nc1ccc(S(=O)(=O)NC(C(=O)O)C(C)C)cc1 (stereo not drawn)	-0.7	-4	7	-7	10	-3	-2	-2	1	8	7
CC(C)N1C/C(=C/c2cccnc2)C(=O)/C(=C/c2cccnc2)C1	13	90*	23	-4	-2	7	4	/	-6	29	26
c1ccc(Cn2nc(-c3ccccc3)nc2-c2ccccc2)cc1	3.2	-19	-175	-18	4	-72	-2	-2	-4	-13	-138
CCCCCCN(C(=O)CCCCCN1C(=O)NC(c2ccc([N+](=O)[O-])cc2)C(C(=O)OCc2ccccc2)=C1C)C(C(=O)NCCCC)C1CCCCC1 (stereo not drawn)	-2.3	3	-7	-11	-1	-20	2	/	-4	57	-11
O=C(O)CSCCn1cccn1	-2.5	0	18	-3	1	6	4	-1	1	2	5
O=C(NCCc1ccccc1)C(=O)NCC1OCCCN1S(=O)(=O)c1cccs1 (stereo not drawn)	0.6	-8	10	-3	2	-13	9	1	-7	0	9
Cc1ccc(F)cc1C(=O)N1CCCC1(C)C(=O)NCC(C)C (stereo not drawn)	1.6	/	10	-5	-3	-15	-8	/	4	-13	8
CCOc1ccc(NC(=O)C2CCN(C(=O)C3CC(=O)N(c4ccc(C)cc4)C3)CC2)cc1 (stereo not drawn)	-0.5	12	2	-5	-3	-16	9	0	2	10	7
O=C(c1cc(COc2ccc(F)cc2F)on1)N1C[C@H]2CC[C@H]1C2	-0.3	-75	-193	-6	1	-59	1	-2	3	-20	-174
CC(C)(C)c1ccc(OCCCNC2CCCC2)cc1	-1.9	3	-21	11	-4	-3	-4	2	-14	27	-8
CCOC(=O)c1ccccc1NC(=O)Nc1ccc(OC)c(OC)c1	-0.2	3	6	-7	6	0	18	1	4	16	12
CN(C)c1ccc(Nc2c3c4c(cccc4n(C)c2=O)C(=O)c2ccccc2-3)cc1	-2.2	38	22	-3	-1	-3	-12	3	10	47	55*
Cc1ccc(S(=O)(=O)N2C[C@H]3C(=O)C[C@@H](c4ccccc4)N(S(=O)(=O)c4ccccc4C)[C@H]3C[C@H]2c2ccccc2)cc1	-1.6	/	11	-3	-1	-10	/	/	6	24	6
CC(=O)Nc1cnc(/C=C\CCCO)cn1	1.7	/	-17	-6	-1	-2	-1	/	15	-2	-13
Cc1cccc(-n2cnc3cc(C(=O)NCC4CCCO4)ccc32)c1 (stereo not drawn)	2.0	/	-12	-10	-5	-28	-3	/	0	14	16
Nc1nc(SCc2ccccc2Cl)ns1	-1.6	-24	-68	-5	-4	-22	2	1	-5	-17	-52
NS(=O)(=O)c1cccc(NC(=O)CSc2n[nH]c(-c3cccs3)n2)c1	-0.2	22	5	-2	6	-14	-6	4	0	-4	-5
Fc1ccc(Br)cc1/C=N/n1cnnc1	13	-4	2	/	3	9	0	2	-5	-21	6
CC(C)CNc1ncnc2[nH]ncc12	1.0	-2	3	-9	2	3	3	/	4	-14	-3
O=S(=O)(/N=C(/Nc1ccccc1F)c1ccccc1)c1ccccc1	2.1	15	1	/	-6	-14	-7	-3	3	-2	3
C=CCNC(=S)N/N=C/c1ccc(C(F)(F)F)cc1	1.4	15	-49	-4	-2	7	9	-2	-12	7	-28
OCCC1CN(Cc2cccn2-c2ccccn2)CCN1C1CCCC1 (stereo not drawn)	-0.3	10	16	1	-5	-33	4	-5	1	-9	11
Cc1cc(C)c(NC(=S)NC(NC(=O)c2ccccc2)C(Cl)(Cl)Cl)c(C)c1 (stereo not drawn)	-1.4	-1	-5	-4	-2	-11	-24	0	-10	69	69*
O=S1(=O)NC[C@]23C[C@H](c4ccc(F)cc4)[C@@H](C[C@@H]21)O3	3.9	-8	8	-7	-12	-5	-3	3	0	-7	8
CCn1c(N)c(C(=O)NCc2ccc3c(c2)OCO3)sc1=S	-0.1	7	-3	/	-4	-3	3	6	12	7	2
O=c1[nH]c(SCc2n[nH]c(=S)n2-c2ccccc2)nc2sc3c(c12)CCC3	-1.0	6	8	-8	4	1	-6	8	62*	1	-2
C(=C\n1nnc2ccccc21)/c1ccc[nH]1	-2.0	-21	-14	-5	-10	-12	-8	0	6	-21	-18
COc1ccc(S(=O)(=O)Nc2ccc(-n3cnnn3)cc2)cc1[N+](=O)[O-]	-0.4	4	3	-6	3	-21	8	1	6	8	11
Nc1ccc2oc(C3CCCCC3)nc2c1	-0.3	-12	-92	9	-3	-52	2	2	-4	-46	-146
CN1CCC(=O)N([C@H](COc2ccccc2)Cc2ccccc2)CC1	5.0	-8	14	-5	-7	-34	-83	2	4	-1	-5
C=CCn1c(SCC(=O)Nc2nc3ccccc3s2)nnc1-c1ccccc1O	4.4	-2	-9	-12	-3	4	1	2	-8	-3	-5
COc1ccc(-c2[nH]ncc2/C=N\NC(=O)c2ccc(Br)o2)cc1OC	0.1	-1	0	/	-1	-13	2	2	11	-4	10
Cc1cccc(C)c1NC(=S)N1CCCCCC1	0.4	0	17	-3	-2	-22	1	0	2	11	-4
O=C(Nc1ccc2c(c1)OCO2)c1cnc2n(c1=O)CCS2	3.8	-86	-348	-10	4	-47	3	0	-2	-19	-213
COc1ccccc1CN(C)C(=O)C(c1ccccc1)c1ccccc1	0.3	-2	13	-19	-5	5	-8	1	-13	49	16
O=C(CCC(=O)NC12CC3CC(CC(C3)C1)C2)NC1CCCCC1	-0.2	8	23	-19	5	-3	0	-1	-5	11	15
O=C(NCCCn1ccnc1)C(=O)Nc1ccccc1	-0.6	-6	-33	-7	-1	-14	-9	-1	-3	-8	-41
O=C(Cc1ccc(F)cc1)N1CCOCC1	0.0	-4	19	-4	-1	-1	15	3	0	16	-2
O=C(CSCc1ccc(F)cc1)Nc1ccc(N2CCOCC2)cc1N1CCOCC1	1.3	5	4	-5	-3	-2	0	4	5	18	12
CC(=O)C1=C(O)C(=O)N(CCC(=O)O)C1c1cccc(F)c1 (stereo not drawn)	0.9	5	-5	/	-1	-6	-2	7	-4	3	7
COc1ccccc1-n1cnc2sc(-c3ccccc3)cc2c1=O	-0.2	-44	-344	-8	4	-28	-3	0	-5	1	-265
O=C(c1cccs1)N1CCN(C2CCN(Cc3ccccc3)CC2)CC1	2.1	7	10	/	-2	13	13	-2	1	6	23
C=CCn1c(=O)c(C(C)=O)cn(N(C)c2ncc(C(F)(F)F)cc2Cl)c1=O	-1.0	1	4	-3	4	16	-2	1	-4	-7	-25
O=C(NCC1CCCO1)c1cccc(N2CCCC2=O)c1 (stereo not drawn)	-1.0	-5	6	-5	3	-10	12	-1	15	-7	10
O=C(COC(=O)c1cc([N+](=O)[O-])ccc1N1CCOCC1)NCc1ccc(Cl)cc1Cl	-0.2	8	6	-6	-5	6	-2	6	12	-4	31

Record cards, as listed above. Screens in order: iPSC survival up	TRPM1 prom inh	HIF-2a inh	CaV13 FRET inh	HTR2A ag	NR2E3 ag-1	PDI turbidity	NR2E3 ag-2	H9c2 protect	Shn3 inh set2	Peg3 prom inh
Listed for O=C(c1cccs1)N1CCN(C2CCN(Cc3ccccc3)CC2)CC1 → 2.1	7	10	/	-2	13	13	-2	1	6	23
Listed for C=CCn1c(=O)c(C(C)=O)cn(N(C)c2ncc(C(F)(F)F)cc2Cl)c1=O → -1.0	1	4	-3	4	16	-2	1	-4	-7	-25
Listed for O=C(Cc1ccc(F)cc1)N1CCOCC1 → 0.0	-4	19	-4	-1	-1	15	3	0	16	-2
Listed for COc1ccccc1-n1cnc2sc(-c3ccccc3)cc2c1=O → -0.2	-44	-344	-8	4	-28	-3	0	-5	1	-265
Listed for O=C(CCC(=O)NC12CC3CC(CC(C3)C1)C2)NC1CCCCC1 → -0.2	8	23	-19	5	-3	0	-1	-5	11	15
